Screening results as filed in PubChem BioAssay.
IMP-1 inh = IMP-1 metallo-beta-lactamase inhibitors, primary screen, biochemical, epi-absorbance readout, Pseudomonas aeruginosa enzyme; metallo-beta-lactamase IMP-1 (Pseudomonas aeruginosa); purified IMP-1, nitrocefin hydrolysis, epi-absorbance fluorescence; inhibition, % at 5.6 µM; 0.45% of 290,000 active; AID 1556, 2009;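 active = inhibition above the mean plus 3 SD of all compounds in the same screening run, cut at about 4.5% in these data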;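 note: 0% = IMP-1 with DMSO and 100% = DMSO wells lacking enzyme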
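Test system: recombinant IMP-1 enzyme, purified / Medium: HEPES buffer pH 7.1 with ZnSO4 and Brij 35 / Doses: single dose, 5.6 µM / Times: 25 °C, 15 min preincubation, 25 min reaction / Detection: Epi-absorbance via hydrolysed-nitrocefin quenching of white-plate fluorescence, 480/530 nm, EDTA stop / Evaluation: percent inhibition from optical density relative to buffer-blank wells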
IDE act = human IDE activators in live cells, primary screen, fluorescence polarization, HEK cells, FAbeta-B substrate; Insulin-degrading enzyme (Homo sapiens), P14735; FAbeta-B cleavage; 0% vehicle, 100% cell-free pure enzyme wells; activation, % at 5.96 µM; 0.073% of 340,000 active;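 active = activation above the mean of all tested compounds plus 3 SD, set per screening campaign, cut at about 17% in these data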
PfM18AAP inh = PfM18AAP inhibitors, malaria aminopeptidase, primary screen, biochemical, QFRET, recombinant enzyme; H-Glu-NHMec fluorogenic cleavage; inhibition, % at 7.35 µM; M18 aspartyl aminopeptidase (Plasmodium falciparum 3D7); 1.2% of 290,000 active;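 active = inhibition above the campaign mean inhibition over all tested compounds plus 3 SD, cut at about 28% in these data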;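 note: 0% = plate median of test compound wells and 100% = 2 mM ZnCl2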
VIM-2 inhibitor = VIM-2 metallo-beta-lactamase inhibitors, primary screen, biochemical, epi-absorbance readout, Pseudomonas aeruginosa enzyme; 0.89% of 290,000 active; inhibition, % at 5.6 µM; AID 1527, 2009; purified VIM-2, nitrocefin hydrolysis, epi-absorbance fluorescence;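 active = inhibition above the mean of all tested compounds plus 3 SD, cutoff set per screening run, cut at about 7.5% in these data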;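 note: red hydrolysis product quenches plate fluorescence so inhibitors raise well fluorescence; 0% = enzyme with DMSO and 100% = DMSO without enzyme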
HCV NS3 hel inh = inhibitors of HCV NS3 helicase, primary screen, biochemical, Cy5 molecular beacon fluorescence. Hepatitis C virus NS3 helicase. NS3 helicase DNA unwinding. inhibition, % at 10.9 µM. 0.56% of 290,000 active. AID 1800, 2009;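 active = inhibition above the mean of all tested compounds plus 3 SD, set per campaign, cut at about 35% in these data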;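 note: 0% = DMSO wells and 100% = thioflavine S control wells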
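Assay system: hepatitis C virus NS3 helicase domain fragment enzyme. Also added: annealed dual-labelled DNA beacon duplex, ATP-started. Timing: 1 h reaction at 25 °C, ATP-initiated. Technique: Cy5 fluorescence at 0 and 60 min, beacon hairpin quenching. Evaluation: % inhibition of unwinding. Replication: one well per compound.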
DNA FID counter = compounds displacing fluorescent DNA intercalator, primary screen, artefact control for HCV NS3 helicase inhibitor project, biochemical, FID fluorescence. AID 1845, 2009. 0.17% of 290,000 active. inhibition, % at 7.9 µM. DNA fluorescent intercalator displacement; in the data active = inhibition above about 37%;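 note: 0% = vehicle and 100% = reference compound; higher means more ethidium bromide displaced from hairpin DNA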
SUMO HTRF inh = inhibitors of in vitro SUMOylation cascade, primary screen, biochemical, HTRF, uHTS; 0.36% of 290,000 active; inhibition, % at 35 µM; HTRF SUMOylation assay, SAE1/SAE2 + UBC9; in the data active = inhibition above about 50%, passing the limit was not always enough; note: strong numbers were not always called active
IDE inh = human IDE inhibitors in live cells, primary screen, fluorescence polarization, HEK cells, FAbetaB substrate | 0.41% of 320,000 active | inhibition, % at 5.59 µM | FAbetaB cleavage;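 active = percent inhibition above the average of all tested compounds plus 3 SD, set per screening campaign, cut at about 16% in these data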;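 note: IDE supplied by intact live HEK cells; FP after avidin binding of uncleaved biotin substrate so inhibition keeps polarization high; 0% = DMSO wells and 100% = 60 µM reference IDE inhibitor Ii1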
pCIP destab = p/CIP-EGFP fusion destabilizers, primary screen, fluorescence, F442A cells; 16 h; decrease of EGFP signal, % at 10 µM; 0.01% of 290,000 active; AID 1984, 2009;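 active = EGFP signal decrease of at least 30% at 10 µM or well 3 SD below plate mean, unless failing retest; inactive = the rest, including hits failing retest or dose response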; note: some compounds called inactive have numbers as strong as hits; many of its hits are not listed in these tables
* hit, by the source's call; . = not tested or not shown.

SMILES	IMP-1 inh	IDE act	PfM18AAP inh	VIM-2 inhibitor	HCV NS3 hel inh	DNA FID counter	SUMO HTRF inh	IDE inh	pCIP destab
CC(C)Oc1cccc(C(=O)C2CCCN(C(=O)c3ccc4c(c3)OCO4)C2)c1 (stereo not given)	-1.4	3	1	-5.6	-4	-39	-7	-1	7
Clc1cccc(CN2CCN(c3nc4nonc4nc3NC3CC3)CC2)c1	1.2	4	4	-2.0	-7	0	0	1	-2
COC(=O)C(NC(=O)c1ccco1)(Nc1cc(C)ccn1)C(F)(F)F (stereo not given)	-3.4	8	-8	-5.9	2	-5	-30	-2	7
C=CCOc1ccc(C(=O)N(Cc2ccc(N(C)C)cc2)C2CCS(=O)(=O)C2)cc1 (stereo not given)	-1.3	1	1	-1.3	4	-34	32	1	-14
CCOc1ccc2nc(NS(=O)(=O)c3cccs3)sc2c1	-4.4	5	0	-0.9	17	-10	13	-3	-6
CC(C)(C)c1cc[n+](-c2[nH]c(=O)sc2/C=N/NC(=O)c2ccccc2[O-])cc1	-1.5	0	8	0.5	1	-17	-4	0	-11
CCN(CC)S(=O)(=O)c1ccc(C(=O)Nc2nnc(NC(=S)Nc3ccccc3)s2)cc1	-1.8	9	1	-4.0	-15	1	0	8	-1
CCc1nnc(NC(=O)CSc2nc3cc(OC)ccc3cc2C)s1	-2.6	2	-12	-1.8	11	-7	-2	-1	-3
CCOC(=O)CNC(=O)CSc1nnc(NC(=O)c2ccc(C)cc2)s1	-1.9	-1	-2	-1.5	1	-4	12	5	-4
CC(C)CCN1CCN(Cc2cnc(N3CCCC3)s2)CC1CCO (stereo not given)	-2.5	-3	-6	-3.8	-5	1	3	-2	3
O=C(N/N=C/c1ccccn1)c1ccc2nc[nH]c2c1	-3.2	.	-6	-1.7	1	-1	26	7	5
CC(=O)c1cn(C)c(=O)[nH]c1=O	-2.9	.	5	-2.7	2	0	10	-5	4
Cc1ccc(OCCN2C(=O)CSC2=O)cc1	-4.1	2	-15	-1.1	4	-1	-5	3	-5
CC1CCN(S(=O)(=O)c2ccc(S(=O)(=O)N3CCCN(Cc4ccccc4)C3)cc2)CC1	-1.5	.	-3	-1.4	3	-1	.	.	.
CN(C1CCCCC1)S(=O)(=O)c1cc2c(cc1Cl)NC(=O)CO2	0.2	1	-6	-1.7	2	-28	15	-4	-5
Cc1nc(N2CCN(Cc3ccccc3)CC2)nc2c1C(=O)CCC2	-1.0	-7	-11	-0.6	0	-7	-2	-3	-5
COc1ccccc1NC(=O)CN1CCN(CC(=O)Nc2ccc(C)c(F)c2)CC1	-1.8	-7	0	0.7	0	-14	-3	1	3
Cc1ccccc1OCCn1c(=S)[nH]c2c(N)ncnc21	-2.7	-9	22	-4.2	6	-6	12	2	-21
CCN1C(=O)/C(=C/c2c(C)nn(C)c2C)SC1=S	-0.9	-2	9	-0.1	2	-1	-16	2	0
O=C(c1cc(COc2ccc(F)cc2Cl)on1)N1CC[C@@H]2CCCC[C@H]2C1	-1.7	3	-11	-2.0	-4	-37	-2	.	-14
COc1ccccc1CNc1ncnc2sccc12	-4.8	3	-3	0.1	1	-6	0	3	-19
COc1cc(/C=N/n2c(-c3cc(C)[nH]n3)n[nH]c2=S)ccc1O	-5.1	-2	12	-3.1	5	-2	-5	-1	-5
Cc1cc(C)c(S(=O)(=O)NCc2cn3c(C)csc3n2)c(C)c1	-2.2	9	-1	-1.8	-2	-13	20	-8	0
CCOC(=O)c1cc(-c2ccccc2)sc1NC(=O)C(C)N1C(=O)c2ccccc2C1=O (stereo not given)	-4.5	-6	-2	-3.7	2	-5	-14	3	6
CCOCCCNC(=S)N1CCN(c2nc(-c3ccccc3)cs2)CC1	-2.3	-11	3	-0.8	-20	-36	-15	10	-1
CCN(Cc1ccccc1)C(=O)CCNS(=O)(=O)c1cc(Br)cnc1N	-0.7	1	2	-0.6	-3	-23	.	6	-5
Cc1cc2c(cc1C)[n+](C)cn2CC(O)COCc1ccccc1 (stereo not given)	-1.4	3	-1	-8.8	0	5	20	-3	-20
CCOc1ccc(NC(=O)C2CCN(S(=O)(=O)c3ccc4c(c3)CC(C)N4C(C)=O)CC2)cc1 (stereo not given)	-2.2	-6	-7	-1.0	0	-52	.	5	-44
Cc1ccccc1C(=O)NNS(=O)(=O)c1cccc([N+](=O)[O-])c1	-0.6	0	2	-2.1	1	-1	-2	4	12
CCOC(=O)C1CCN(C(=O)c2ccc3snnc3c2)CC1	-4.5	0	-11	-3.7	9	-7	17	-4	4
CN(C)c1ccnc(Nc2ccccc2)c1C#N	-1.2	.	2	-0.8	-1	-3	10	3	18
COc1ccc(OC)c(CCNC(=O)CCc2nnc3ccc(N4CCOCC4)nn23)c1	-0.8	-4	-6	0.3	2	-35	-5	2	-11
c1ncn(C23CC4CC(CC(C4)C2)C3)n1	-4.1	-4	4	-5.4	-1	3	-1	-1	1
COc1ccc(CNC(=O)CSc2nc3ccc(C)cc3[nH]2)cc1OC	-1.6	2	7	-3.1	-7	-13	11	1	-12
O=C(CN1CCOCC1)Nc1ccc(C2CCCCC2)cc1	-4.1	-4	-18	-3.9	-2	-19	18	2	-12
Cc1ccc(CCCNC(=O)C2CCC(=O)N(Cc3cccc(F)c3)C2)cc1 (stereo not given)	-1.2	-2	-3	-1.3	-5	-50	22	7	1
O=C(CCCn1c(=S)[nH]c2ccccc2c1=O)N1CCN(c2cccc(Cl)c2)CC1	-2.6	-1	-4	-4.1	0	4	32	9	0
COc1ccc(S(=O)(=O)N2CCC(C(=O)NCc3ccco3)CC2)cc1	-2.8	5	6	-0.6	8	-3	-16	-1	5
CCN(CC)S(=O)(=O)c1ccc2oc(C(=O)N3CCOCC3)c(C)c2c1	-2.0	7	1	-0.1	3	-12	-1	-5	14
c1ccc(-c2n[nH]c3c2CCC3)cc1	-2.5	2	0	-1.6	1	-2	36	4	-3

The final seven entries of the section before are carried over, then new ones follow:
SMILES	IMP-1 inh	IDE act	PfM18AAP inh	VIM-2 inhibitor	HCV NS3 hel inh	DNA FID counter	SUMO HTRF inh	IDE inh	pCIP destab
COc1ccc(CNC(=O)CSc2nc3ccc(C)cc3[nH]2)cc1OC	-1.6	2	7	-3.1	-7	-13	11	1	-12
O=C(CN1CCOCC1)Nc1ccc(C2CCCCC2)cc1	-4.1	-4	-18	-3.9	-2	-19	18	2	-12
Cc1ccc(CCCNC(=O)C2CCC(=O)N(Cc3cccc(F)c3)C2)cc1 (stereo not given)	-1.2	-2	-3	-1.3	-5	-50	22	7	1
O=C(CCCn1c(=S)[nH]c2ccccc2c1=O)N1CCN(c2cccc(Cl)c2)CC1	-2.6	-1	-4	-4.1	0	4	32	9	0
COc1ccc(S(=O)(=O)N2CCC(C(=O)NCc3ccco3)CC2)cc1	-2.8	5	6	-0.6	8	-3	-16	-1	5
CCN(CC)S(=O)(=O)c1ccc2oc(C(=O)N3CCOCC3)c(C)c2c1	-2.0	7	1	-0.1	3	-12	-1	-5	14
c1ccc(-c2n[nH]c3c2CCC3)cc1	-2.5	2	0	-1.6	1	-2	36	4	-3
O=S(=O)(NCCNc1nccc(C(F)(F)F)n1)c1ccccc1	-1.9	3	-1	-2.4	-3	-3	-7	4	-2
CC(C)CN(C(=O)COC(=O)c1ccc2ccccc2n1)C1CCS(=O)(=O)C1 (stereo not given)	-3.8	0	-13	-1.6	5	-22	-10	-4	8
CCOC(=O)c1cc(C)sc1NC(=O)CN1CCN(C(=O)c2ccco2)CC1	-2.8	4	10	-2.5	0	-45	5	3	-16
Cc1cc(C)c2c(n1)SCC(=O)N2CC(=O)Nc1cccc(Cl)c1	-5.8	1	8	-2.8	22	-21	23	-1	0
CN(c1ccc(C(=O)N/N=C/c2cccc([N+](=O)[O-])c2)cc1)S(=O)(=O)c1ccccc1	-4.4	-2	-6	-3.8	9	-13	11	7	-9
CCOC(=O)c1c(C)c2c(=O)[nH]cnc2n1-c1ccccc1	-3.0	-1	0	-0.6	1	-10	5	3	-5
CCOC(=O)C(C)N1N=C(/C=C/c2ccc(OC)cc2)CCC1=O (stereo not given)	-0.8	1	1	-4.5	0	-28	4	1	-1
COc1cccc(N(C(=O)Cn2nnc(-c3ccc(C)cc3)n2)C(C(=O)NC(C)(C)C)c2c[nH]c3ccccc23)c1 (stereo not given)	-1.4	4	7	0.0	-10	-22	-23	0	-3
CCOc1ccccc1C(=O)NC(C(=O)Nc1cccnc1)C(C)C (stereo not given)	-3.2	6	0	-1.9	9	-22	3	-3	2
CCOC(=O)C1=C(C)N=c2s/c(=C\c3ccncc3)c(=O)n2C1c1ccc2c(c1)OCO2 (stereo not given)	-2.2	-7	8	-3.6	21	-15	-4	3	0
Cc1nnc(NC(=O)CSc2nc3[nH]ncc3c(=O)[nH]2)s1	-2.9	5	18	-1.3	0	-8	8	1	-4
Cn1cc(C(=O)Nc2ccc(Cl)cc2)c(C(F)(F)F)n1	-2.6	3	-2	-0.3	-4	2	9	-1	-8
COc1ccc(S(N)(=O)=O)cc1C(=O)OCCCOC(=O)c1cc(S(N)(=O)=O)ccc1OC	-3.1	0	-8	-4.1	3	-10	6	1	-18
C=CCN(c1ccccc1)S(=O)(=O)c1ccc2c(c1)NC(=O)C(C)S2 (stereo not given)	-1.9	-1	-11	-1.7	-17	-25	4	0	-9
